DAT uptake mod – modulates human dopamine transporter uptake under cocaine. AID 449768. 1.3% of 110,000 active. Q01959. B-score at 10 µM. LLC-PK1 hDAT cells, [14C]-dopamine uptake with cocaine IC80; actives deviate in either direction;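 active means Z score or B-score, a plate-position-corrected score, falls beyond the plate's 99.7% confidence bounds, in either direction; inactive means both scores lie inside the 99.7% bounds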;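 further: scored against the spread of the other compound wells on the same plate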
Target sequence (Q01959 whole entry, looked up): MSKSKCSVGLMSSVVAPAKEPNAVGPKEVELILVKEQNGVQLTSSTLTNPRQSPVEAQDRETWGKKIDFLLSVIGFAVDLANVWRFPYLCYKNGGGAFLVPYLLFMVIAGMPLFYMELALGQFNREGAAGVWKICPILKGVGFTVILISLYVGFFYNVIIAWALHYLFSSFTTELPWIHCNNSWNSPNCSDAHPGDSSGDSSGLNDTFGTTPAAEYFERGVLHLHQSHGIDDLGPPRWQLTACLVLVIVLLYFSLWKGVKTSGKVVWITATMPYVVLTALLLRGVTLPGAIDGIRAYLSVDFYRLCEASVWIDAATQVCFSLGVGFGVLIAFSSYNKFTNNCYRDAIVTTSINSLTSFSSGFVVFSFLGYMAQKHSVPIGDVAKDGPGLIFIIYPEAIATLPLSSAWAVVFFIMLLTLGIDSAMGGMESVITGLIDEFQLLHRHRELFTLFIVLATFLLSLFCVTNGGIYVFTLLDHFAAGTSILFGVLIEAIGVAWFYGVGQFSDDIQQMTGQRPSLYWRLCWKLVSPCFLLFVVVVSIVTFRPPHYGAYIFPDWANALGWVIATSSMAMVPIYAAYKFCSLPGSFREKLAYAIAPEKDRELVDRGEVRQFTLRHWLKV
Candida biofilm – kills Candida albicans biofilms; inhibition, % at 6 µM; C. albicans biofilm + clotrimazole, Alamar Blue; 0.14% of 85,000 active; AID 834;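 active means inhibition above 20%; inactive means inhibition below 20%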;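 further: preformed 24 hr biofilms exposed to compound for 48 hr; 0% = biofilm without compound and 100% = blank killed by clotrimazole plus chlorhexidine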
PTPN22 inh 2 – LYP (human) phosphatase inhibition; Q9Y2R2; recombinant LYP catalytic domain, DiFMUP fluorescence; inhibition, % at 2 µM; 0.21% of 96,000 active; AID 640;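 active means inhibition at 2 µM at or above a set limit, the screen mean plus 3 SD, cut at about 24% in these data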;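 further: 0% = DMSO with enzyme and 100% = enzyme fully blocked by orthovanadate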
Smad3 inh – Smad3 (human) transcription factor binding inhibition. P84022. inhibition, % at 25 µM. 0.29% of 88,000 active. TR-FRET Smad3/Dy647-FoxH1 peptide binding, europium anti-His;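 active means compounds that reduce the energy-transfer binding signal between the protein and its labelled peptide by more than half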;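 further: 0% = Smad3 plus labelled peptide maximal FRET and 100% = peptide-only background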
Target sequence (P84022 whole entry, looked up): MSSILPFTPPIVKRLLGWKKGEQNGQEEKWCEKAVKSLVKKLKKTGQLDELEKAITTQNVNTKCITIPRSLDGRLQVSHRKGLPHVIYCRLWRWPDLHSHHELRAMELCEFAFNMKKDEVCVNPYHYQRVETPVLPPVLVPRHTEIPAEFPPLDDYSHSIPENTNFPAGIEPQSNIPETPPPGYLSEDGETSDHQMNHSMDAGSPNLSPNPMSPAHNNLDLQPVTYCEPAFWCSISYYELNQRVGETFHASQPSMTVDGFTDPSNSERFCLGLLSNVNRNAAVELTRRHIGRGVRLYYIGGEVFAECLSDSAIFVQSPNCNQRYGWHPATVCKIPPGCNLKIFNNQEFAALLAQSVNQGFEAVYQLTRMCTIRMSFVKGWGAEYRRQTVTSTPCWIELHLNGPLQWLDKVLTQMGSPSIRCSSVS
cytoskel mod – alters cytoskeleton assembly in HUVEC cells; HUVEC TNFa F-actin phalloidin imaging, high content; inhibition, % at 2 µM; 0.18% of 91,000 active; AID 836;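 active means inhibition above the batch mean plus 3 SD and confirmed as a hit by visual image inspection, cut at about 30% in these data, passing the limit was not always enough; inconclusive means above the inhibition threshold but rejected on visual inspection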; further: strong numbers were not always called active
HUVEC tox IL1B – HUVEC cytotoxicity counter-screen, IL-1B stimulated; 0.41% of 94,000 active; AID 845; cell count reduction, % at 2 µM; HUVEC cell count loss, Hoechst imaging;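 active means cell count reduction more than 3 SD above the screen-wide mean, cut at about 70% in these data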;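 further: normalized per plate to untreated control cells as the no-loss baseline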
TNFa cytotox – toxic to HUVEC cells under TNF alpha stimulation | 0.17% of 93,000 active | cell count reduction, % at 2 µM | HUVEC TNFalpha-stimulated, Hoechst cell count, imaging | AID 848;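 active means cell count reduction exceeding the screen mean by over 5 SD, scaled to untreated wells per plate, cut at about 78% in these data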;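 further: cells counted after 24 h of TNF alpha exposure following the 1 h pretreatment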
VCAM1 TNFa inh – reduces TNF alpha induced VCAM1 expression in HUVEC. HUVEC TNFa-induced VCAM-1 immunofluorescence, high-content imaging. inhibition, % at 2 µM. 0.48% of 95,000 active. AID 802;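 active means inhibition above the batch mean plus 3 SD, with images confirmed as a hit by eye, cut at about 37% in these data; inconclusive means inhibition above that limit but hit not confirmed in images; inactive means inhibition not above that limit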;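 further: 0% = TNF-stimulated DMSO wells and 100% = unstimulated control wells; not every result past the cut was called active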
MT1-MMP txn act – activates MT1-MMP transcription; activation factor at 10 µM; HT1080 MT1-MMP promoter luciferase reporter, luminescence, overnight; active compounds read high; 0.16% of 86,000 active;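 active means activation factor of at least 2 for MT1-MMP transcription at 10 µM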
The depositor's hits bear a star; u = inconclusive; x = not tested or not shown; [ ] = dose if it differs, or a comment. These rows are one share of the data (hit frequency here may not be typical).

SMILES	DAT uptake mod	Candida biofilm	PTPN22 inh 2	Smad3 inh	cytoskel mod	HUVEC tox IL1B	TNFa cytotox	VCAM1 TNFa inh	MT1-MMP txn act
CCCCn1nc(-c2ccccc2)c2nc3ccccc3nc21	0.046	5	11	-7	-2	3	-7	12	1.2
C=CCNC(=O)c1ccc(-c2nc(-c3ccccc3)cs2)cc1	1.1	x	2	x	6	24	-23	4	x
O=C(CNc1cccc(Cl)c1)c1ccc(Cl)cc1	-1.3	x	2	x	-28	-10	-4	-3	x
COc1ccc(S(=O)(=O)n2oc(=O)cc2-c2ccccc2)cc1	0.71	2	5	-2	6	-4	-7	8	x
COc1cccc(C(=O)NCC2CCN(c3ccc(S(=O)(=O)N4CCOCC4)cc3)CC2)c1	0.3	5	6	14	4	-1	-7	14	1.1
CCCCc1ccc(NC(=S)NCc2cccs2)cc1	-0.73	5	0	6	11	-20	-4	-7	1.2
Cc1ccc(C(=O)NCCCN2CCOCC2)cc1	-2.7	10	6	10	0	20	26	-20	1.5
COc1ccc(-c2cc(N)n(S(=O)(=O)c3c(F)c(F)c(F)c(F)c3F)n2)cc1OC	-1.3	7	11	4	-5	-9	-22	-19	0.3
Cc1occc1C(=O)NCc1ccccc1	-0.12	-2	10	-21	3	-3	10	7	1.1
CC(NC(=O)CSc1nnc(-c2cc3cc(Cl)ccc3o2)n1C)c1ccccc1 (stereo unspecified)	0.054	-1	-9	-1	2	-42	11	8	1.2
O=S(=O)(/N=C(\Sc1ccccc1)c1ccccc1)c1ccc(Cl)cc1	-0.49	3	-16	-9	16	18	-27	9	1.2
Cc1ccc(OCC(=O)NCCO)cc1C	1.3	3	0	6	-22	-10	3	8	x
COCCNC(=O)C1CCC(=O)N(c2ccc(OC)cc2)C1c1ccc(OC)c(OC)c1 (stereo unspecified)	-0.24	-6	6	4	x	6	1	3	0.9
Cc1ccc(S(=O)(=O)N2CCN(C)CC2)c(C)c1	-0.78	0	-3	-5	15	12	-6	8	1
O=C(CSc1nc2c([nH]c3ccccc32)c(=O)n1-c1cccc(Cl)c1)N1CCOCC1	0.16	15	8	7	6	11	44	14	1.1
COc1ccc(N(CC(=O)NCCSC2CCCCC2)S(C)(=O)=O)c(OC)c1	0.55	0	-1	19	-18	-40	-23	13	1
O=C(NC1CCCCC1)c1ccc2c(=O)n(CC3CCCO3)c(=O)[nH]c2c1 (stereo unspecified)	-0.15	8	4	-11	-17	9	-23	9	1.1
C=C(C)CSc1nc(C)c(Cc2ccccc2)c(=O)[nH]1	0.56	11	-4	16[fluorescence artefact?]	5	-45	-33	2	1.5
CCN(CC)c1ccc(NC(=O)c2ccc(Br)o2)cc1	0.4	0	x	-1	x	x	x	x	1
CCOC(=O)c1c(C)c(C(=O)NCc2cccnc2)c(C)n1CC	-0.11	3	x	-1	x	x	x	x	1.2

An excerpt of these results, field by field.
CCCCc1ccc(NC(=S)NCc2cccs2)cc1
- DAT uptake mod: -0.73
- Candida biofilm: 5
- PTPN22 inh 2: 0
- Smad3 inh: 6
- cytoskel mod: 11
- HUVEC tox IL1B: -20
- TNFa cytotox: -4
- VCAM1 TNFa inh: -7
- MT1-MMP txn act: 1.2

Cc1ccc(C(=O)NCCCN2CCOCC2)cc1
- DAT uptake mod: -2.7
- Candida biofilm: 10
- PTPN22 inh 2: 6
- Smad3 inh: 10
- cytoskel mod: 0
- HUVEC tox IL1B: 20
- TNFa cytotox: 26
- VCAM1 TNFa inh: -20
- MT1-MMP txn act: 1.5

The list continues:
SMILES	DAT uptake mod	Candida biofilm	PTPN22 inh 2	Smad3 inh	cytoskel mod	HUVEC tox IL1B	TNFa cytotox	VCAM1 TNFa inh	MT1-MMP txn act
Nc1cc(=O)[nH]c(SCC(=O)Nc2ccc(S(=O)(=O)N3CCOCC3)cc2)n1	-0.92	3	-7	6	-8	-4	-6	25	1.1
Cc1ccc(OCC(O)CN2CCN(c3ccccc3)CC2)cc1 (stereo unspecified)	2.3	x	-6	4	4	11	-8	14	1.2
CS(=O)(=O)N(CC(=O)N1CCCC1)c1ccc(OCc2ccccc2)cc1	0.35	3	-6	1	-7	6	5	3	1.1
COC(=O)c1cccc(N2C(=O)c3cccnc3C2=O)c1	-0.26	-1	0	2	12	5	-23	-3	1.1
CCc1c(C)nc2ncnn2c1N1CCC(C(=O)Nc2ccccc2)CC1	1.9	8	-6	-3	28	-28	-2	-6	1
COc1cc(OC)cc(C(=O)N2CCN(C3CCN(Cc4ccccc4)CC3)CC2)c1	-0.094	x	-1	x	8	-21	-24	3	x
N#CC1=C(N)C(C#N)(C#N)C2(CCC3(CC2)OCCO3)C2CC3(CC=C12)OCCO3 (stereo unspecified)	-1.7	9	5	14	50	11	-18	6	1.1
Cc1ccc(C(=O)c2cnc3ccccc3c2-c2ccccc2)cc1	1.1	x	9	x	-19	29	4	-4	x
Nc1ccccc1OCCOCCOc1ccccc1N	-0.1	4	3	11	7	-1	-33	-5	1.2
COc1ccc(OCC(O)Cn2c(=N)n(CCN3CCCCC3)c3ccccc32)cc1 (stereo unspecified)	1.1	11	x	7	x	x	x	x	1.2
O=c1oc2c3c4c(cc2s1)CCCN4CCC3	-0.65	5	-5	8	-3	-8	-24	-10	1.1
NC(=O)C1CCN(c2nc(C3CC3)nc3c2nnn3Cc2ccccc2Cl)CC1	-0.078	6	-11	1	-2	-14	-5	-17	1.1
OC(CNc1nc2ccccc2s1)c1ccccc1 (stereo unspecified)	0.43	5	x	-6	x	x	x	x	0.9
CCC(C(=O)N1CCN(C(=O)c2ccco2)CC1)c1ccccc1 (stereo unspecified)	-0.085	6	-1	-7	16	-11	-22	7	1.5
CN1CCN(c2ncnc3c2[nH]c2ccc(F)cc23)CC1	0.31	0	x	-1	x	x	x	x	1.1
OC(CNC1CCCC1)COc1c(F)cc(Br)cc1F (stereo unspecified)	-0.14	-8	3	4	-1	48	34	-7	x
COc1ccc(-c2nc3n(n2)C(c2cccnc2)C(C(N)=O)=C(C)N3)cc1 (stereo unspecified)	0.11	6	-7	-9	x	x	x	x	1.1
COc1cccc(C2c3c(oc4cc(C)c(C)cc4c3=O)C(=O)N2CCCN(C)C)c1 (stereo unspecified)	-0.28	5	-4	3	5	-14	-6	-4	1.2
CCN1CCN(C(=O)c2nn(-c3ccc(C)cc3)c(=O)c3c2c2ccccc2n3C)CC1	-0.095	2	x	19	x	x	x	x	1.4
Brc1ccc(Cn2c(-c3cncs3)nc3ccccc32)cc1	-0.3	7	3	-2	-14	8	5	-6	1.6
Cc1ccc(-n2nnnc2SCC(=O)N2CC(=O)Nc3ccccc32)cc1	1.8	x	-4	x	-12	13	-5	2	x
Cn1c(=O)oc2cc(S(=O)(=O)Nc3cccc4c3CCCC4)ccc21	0.78	0	x	-16	x	x	x	x	1.1
CCN=C1SC(CC(=O)Nc2ccccc2)C(=O)N1CC (stereo unspecified)	0.86	x	9	x	-9	-11	16	7	1.1
O=C(NC1CC1)c1ccc(S(=O)(=O)NC2CCCCCC2)cc1	2	9	-7	6	30	-3	-14	11	1
CCc1cc2c(N[C@@H](C)C(=O)O)ncnc2s1	-0.72	6	-2	3	29	14	-20	-6	1.1
CC(NC(=O)c1ccccc1Br)c1nnc(SCc2ccc([N+](=O)[O-])cc2)n1C (stereo unspecified)	0.6	x	1	x	-6	-7	-3	-6	x
CCN(CC)Cc1cc(CC(C(N)=O)C(N)=O)ccc1OC	-1.2	7	3	5	3	x	-17	-5	1.1
CC(C)OC(=O)COc1ccc(-c2ccccc2)cc1	-0.73	4	-8	0	34	-12	-9	3	1.1
COC(=O)C(NC(C)=O)(Nc1nc2ccc(C)cc2s1)C(F)(F)F (stereo unspecified)	0.55	4	2	4	0	9	-12	-30	1.2
Cc1oc2nc(SCCCC(=O)NCCO)nc(N)c2c1C	-0.55	9	-3	5	-44	-28	-9	2	1.1
O=C(OCC#CCSc1nnc(-c2ccncc2)o1)c1sc2ccccc2c1Cl	-1.3	10	-5	9	15	-24	-2	8	x
CC(=O)OC(Cn1nc(C)cc1C)c1ccccc1 (stereo unspecified)	-0.48	6	2	11	9	-8	5	6	1.2
Cc1cc2c(c(=O)o1)C(CC(C)C)C(C#N)=C(N)O2 (stereo unspecified)	-1.1	9	-6	7	5	33	0	-12	1.2
Cn1c(=O)c2c(nc(NCc3ccccc3)n2CC(=O)NCc2ccccc2)n(C)c1=O	0.042	x	1	x	15	17	-7	-9	1.2
CC(C)(C)n1nnnc1C(c1cccs1)N(Cc1cccnc1)CC1CCCO1 (stereo unspecified)	0.48	6	4	-7	32	-14	-6	11	1.3
Nc1ccccc1C(=O)N(Cc1ccccc1)Cc1ccccc1	-1.3	x	6	7[fluorescence artefact?]	1	-3	-33	5	1
N#Cc1c(Cl)nc(SCc2ccccc2)nc1-c1ccccc1	-2.3	x	5	x	-1	24	13	-8	x
O=C(COc1ncnc2sccc12)Nc1ccc2c(c1)OCCO2	-0.2	7	-17	-1	u	0	15	-8	1.1
O=C(Nc1nc(-c2ccccn2)cs1)C1COc2ccccc2O1 (stereo unspecified)	0.27	13	x	3	x	x	x	x	0.7
CCC1(O)CC(C(=O)OC)=NN1C(=O)c1ccccc1 (stereo unspecified)	-0.016	-4	0	-3	x	1	-20	11	1
CCOc1ccc(-n2c(SCC(=O)Nc3ccc(OC)cc3OC)nc3c(c2=O)SCC3)cc1	-0.37	1	1	-3	-12	-21	28	16	1.2
O=C(/C=C/Nc1ccccc1)c1ccccc1	x	5	1	16	-26	-10	x	-49	1.2
CCOc1cccc(C2C(C(=O)c3ccc(C)o3)=C(O)C(=O)N2c2nccs2)c1 (stereo unspecified)	-1.3	2	2	4[fluorescence artefact?]	10	0	12	10	1.3
CCn1c(NCc2cc(Br)ccc2NS(=O)(=O)c2ccc(C)cc2)nc2ccccc21	-0.013	x	4	x	-6	7	-27	6	x
Cc1nc2nc(-c3cccnc3)[nH]n2c(=O)c1Cc1ccccc1	0.24	-2	-10	-1	12	4	-12	-18	1.2
CCOc1ccccc1CNC(=O)C1CCCN(c2nc3ccccc3o2)C1 (stereo unspecified)	-0.013	15	3	16[fluorescence artefact?]	-13	3	-3	-10	1.1
CC1CCc2nc(NC(=O)c3ccco3)sc2C1 (stereo unspecified)	0.64	8	x	2	x	x	x	x	0.1
N#C/C(=C\C=C\c1ccccc1[N+](=O)[O-])c1nc(-c2ccc3c(c2)OCO3)cs1	0.097	x	16	x	5	-28	-5	-8	x
c1ccc2c3nnc4n(c-3nc2c1)CCCS4	0.78	2	-9	0	-3	-18	-10	12	1.2
CCN1C(=O)c2c(C)nc3ccccc3c2C1=O	0.12	x	2	x	-6	-1	0	-10	1
CCc1nc(SCC(=O)NCc2ccco2)c2c3c(sc2n1)CCCC3	0.012	4	-12	-11[fluorescence artefact?]	-20	-54	-9	-32	1
CCOC(=O)c1c(NC(=O)CSc2nnc(CNC(=O)c3ccco3)n2C)sc2c1CCC2	0.42	1	-3	6	x	-39	-25	-7	1.1
O=C(CN1CCC(n2nnc3cc(F)ccc32)CC1)NC1CCCCC1	0.59	5	8	-5	20	-78	-21	-13	1
O=C(CCN1C(=O)c2ccccc2C1=O)N1CCN(Cc2ccccc2)CC1	0.026	3	3	3	-2	-8	6	12	1.2
CN(C(=O)c1ccco1)c1nc2c(s1)CCCC2	0.24	0	6	14	x	-2	-23	-2	x
Cc1onc(-c2ccccc2Cl)c1C(=O)NCc1ccccn1	-0.63	-3	0	-2	0	0	-26	15	1
CN=C1SC(CC(=O)NCCc2ccc(OC)c(OC)c2)C(=O)N1C (stereo unspecified)	-1.2	11	-1	5	-18	34	-7	5	1.1
O=C(CN1C(=O)c2ccccc2S1(=O)=O)N1CCN(Cc2ccc3c(c2)OCO3)CC1	0.34	7	-6	12	3	-13	-17	14	1.1
